# GLP-1R agonist = agonists of human GLP-1 receptor; hit rate 0.007% among 380,000; Potency, µM (series often up to 45.6 µM), inactives show at the highest dose activation, hits mostly activators; P43220; AID 624172; HEK293 GLP-1R CRE-luciferase, luminescence, 4-6 h; cells express a hypersensitive GLP-1R form; further: potency means the concentration at half of the fitted maximal effect; % of control where 0% means no effect
# PI5P4K alpha inh = PI5P4K alpha (human) kinase inhibition; hit rate 1.2% among 330,000; P48426; AID 652105; PI5P4Kalpha enzyme, ADP-Glo luminescence, 60 min; active compounds read low; max response, %; active means max response of -50% or lower; inconclusive means between -30% and -50%; inactive means -30% or higher; further: value at the top dose of about 77 µM; on the % scale 0 is the no-effect control and ±100 the full control effect
# Target sequence (P48426 whole entry, looked up): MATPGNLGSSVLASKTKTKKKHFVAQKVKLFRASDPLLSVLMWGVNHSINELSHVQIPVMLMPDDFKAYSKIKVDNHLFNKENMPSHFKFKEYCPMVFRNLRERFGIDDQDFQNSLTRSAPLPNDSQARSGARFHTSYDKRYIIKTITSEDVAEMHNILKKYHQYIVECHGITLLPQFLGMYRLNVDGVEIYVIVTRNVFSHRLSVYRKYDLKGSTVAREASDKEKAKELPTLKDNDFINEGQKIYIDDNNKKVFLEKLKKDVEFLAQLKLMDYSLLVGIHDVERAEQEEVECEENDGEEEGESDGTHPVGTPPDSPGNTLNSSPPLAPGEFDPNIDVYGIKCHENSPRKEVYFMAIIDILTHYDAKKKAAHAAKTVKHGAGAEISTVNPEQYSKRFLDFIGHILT
#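 qHTS, 1536-well: enzyme/substrate mix, compound by pin tool, 5 microM ATP final; RT 60 min; ADP-Glo reagents 1 (45 min) then 2 (30 min); luminescence.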
# IL2 activator = IL-2 activation; IL-2 activation reporter assay, cell-based qHTS; stimulated with anti-CD3/CD4/CD28 beads; in transgenic mouse T cells; activation, % (series mostly up to about 46 µM); hit rate 0.065% among 360,000; AID 652025; in the data active means activation above about 50%; inconclusive means mostly about 30% to 49%; further: 0% is about no effect
#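 EGFP and DsRed fluorescence is measured by plate cytometry in unstimulated transgenic mouse T cells exposed to compound for 60 minutes, then stimulated 18 hours at 37 degrees C with anti-CD3/anti-CD4 beads plus anti-CD28.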
# EPAC1 agonist = agonists of human EPAC1; O95398; EPAC1 agonist qHTS, biochemical assay; response scale: 100% = response to 6.5 mM cAMP; Potency, µM (top dose mostly 154 µM), for inactives: at the top dose activation, hits mostly activators; hit rate 0.073% among 360,000; further: potency means the concentration at half of the fitted maximal effect; nearly all actives have a fitted effect of over 60% in size
#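 Nucleotide exchange assay: 100 nM EPAC1 with 250 nM Rap1B loaded with BODIPY-GDP and 50 uM GDP, room temperature. Fluorescence (480/540 nm) read every 5 min for 30 min; signal change normalized to 6.5 mM cAMP as full agonist.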
# PTHR1 agonist = PTHR1 (human) receptor agonism; Q03431; HEK293 GP2 PTHR1 cells, GloSensor cAMP luminescence, 1 h; Potency, µM (top dose mostly 115 µM), inactives show top-dose activation, most hits filed as activators; hit rate 0.075% among 410,000; further: potency means the concentration at half of the fitted maximal effect; nearly all actives have a fitted effect of over 55% in size; some results filed as inactive show a strong effect at the top dose; inactives centre near -15; many of its hits are not listed in these tables
# Target sequence (Q03431 whole entry, looked up): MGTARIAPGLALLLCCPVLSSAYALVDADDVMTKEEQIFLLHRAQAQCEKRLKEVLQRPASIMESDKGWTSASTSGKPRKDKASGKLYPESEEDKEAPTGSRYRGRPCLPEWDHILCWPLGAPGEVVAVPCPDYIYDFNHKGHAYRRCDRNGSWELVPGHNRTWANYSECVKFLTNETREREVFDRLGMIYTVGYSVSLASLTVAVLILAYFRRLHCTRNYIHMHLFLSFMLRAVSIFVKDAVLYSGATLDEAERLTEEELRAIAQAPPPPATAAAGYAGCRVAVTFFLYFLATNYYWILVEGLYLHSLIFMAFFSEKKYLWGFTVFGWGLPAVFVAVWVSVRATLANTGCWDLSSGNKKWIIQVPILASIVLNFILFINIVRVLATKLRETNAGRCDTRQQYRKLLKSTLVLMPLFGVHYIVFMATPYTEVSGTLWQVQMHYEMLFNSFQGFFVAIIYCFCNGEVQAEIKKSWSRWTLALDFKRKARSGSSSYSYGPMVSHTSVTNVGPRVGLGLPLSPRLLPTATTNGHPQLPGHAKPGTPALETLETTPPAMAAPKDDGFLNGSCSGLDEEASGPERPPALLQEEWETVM
#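 HEK-293-derived GP2 cells expressing PTHR1 and a GloSensor cAMP reporter, 3,000/well, plated overnight, given luciferin plus IBMX (each 0.5 mM as added) for 1 h at 37 °C, then compound for 1 h at 37 °C. Luminescence was read after 15 min at room temperature.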
# EPAC1 antag = EPAC1 (human) antagonism; O95398; AID 720709; Potency, µM (titrated, usually from 115 µM), without a hit: top-dose activity change, negative = inhibition, usual class: inhibitors; hit rate 0.14% among 360,000; EPAC1 GEF assay, Rap1b-BODIPY-GDP exchange fluorescence;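 further: potency means the concentration at half of the fitted maximal effect; plate controls were vehicle for no effect and positive control for full effect; nearly all actives have a fitted effect of over 50% in size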
# GLP1R inv ag = inverse agonists of human GLP-1 receptor. HEK293 GLP-1R CRE-luciferase, luminescence, 24 h; GLP-1R form is constitutively active. Potency, µM (doses to about 38.3 µM), for inactives: at the top dose activity change, negative = inhibition, usual class: inhibitors. hit rate 1.6% among 410,000. AID 624417; further: potency means the concentration at half of the fitted maximal effect; on the % scale 0 is the no-effect control and ±100 the full control effect; nearly all actives have a fitted effect of over 55% in size
#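 HEK293 cells stably co-expressing constitutively active GLP-1R and a cAMP-responsive luciferase reporter were seeded in DMEM with 10% Nu serum, given compounds after 12 h, and incubated 24 h at 37 deg C. Luminescence was then read.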
# GLP1R cytotox = cytotoxicity in counter-screen for GLP-1R inverse agonists; HEK293 cAMP-luciferase reporter cells, luminescence, 24 h; Potency, µM (top dose mostly 38.3 µM), for inactives: at the highest dose activity change, negative = inhibition, actives largely listed as inhibitors; hit rate 0.13% among 410,000; AID 624418;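 further: loss of luciferase light is scored as toxicity; potency means the concentration at half of the fitted maximal effect; on the % scale 0 is the no-effect control and ±100 the full control effect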
#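 Cells in DMEM/10% Nu serum/1% pen-strep, 1536-well format. Pre-incubated 12 h, dosed with 23 nL compound, incubated a further 24 h. Luciferase detection, 12 min at room temp, luminescence.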
# PLK1 PBD inh = inhibitors of human PLK1 polo-box domain binding; P53350; Plk1 PBD binding of FITC phosphopeptide, fluorescence polarization; Potency, µM, for inactives: max response, negative = inhibition, actives largely listed as inhibitors; hit rate 2.8% among 360,000; AID 720504; further: potency means the concentration at half of the fitted maximal effect; series mostly up to about 57 µM; on the % scale 0 is the no-effect control and ±100 the full control effect; nearly all actives have a fitted effect of over 65% in size
# * marks the source's active call; other numbers are inactive results; i = inactive; ? = inconclusive; nt = no result given; & = joins results of further samples; [ ] = remark or other dose. Unless noted, the call rests on the fitted dose curve; in most records, active means well fitted curve in the direction sought with a large enough effect; inconclusive means small, poorly fitted or top-dose-only effect, or another doubt; inactive means no such curve, though single readings can be large; an effect the other way counts as inactive or inconclusive.
SMILES | EPAC1 antag | EPAC1 agonist | GLP-1R agonist | GLP1R cytotox | PLK1 PBD inh | IL2 activator | GLP1R inv ag | PI5P4K alpha inh | PTHR1 agonist
CC(C)(CO)CNC(=O)CCc1nnc(CCCc2ccccc2)o1 | -14% | 6% | -3% | 6% | -17% | 0.4 | 14% | -1 | -48%[inhibitor]
O=C(Nc1cccnc1)NC1CCCCC1 | -12% | -6% | -3% | -3% | 2% | 0.2 | 18% | 5 | -6%
O=C(NCCc1ccccc1)C1CCN(c2nc3ccccc3o2)CC1 | 16% | 2% | -8% | -17% | -7% | -1.2 | ? | nt | -24%[57.5 µM]
CCCCCCCCN1C(=O)[C@H](CC(=O)N2CCSCC2)C[C@@]2(C(=O)OC)CC(C)(C)CC=C12 | -16% | -14% | nt | -1% | -1% | -1.0 | ? | -3 | -4%
CCOC(=O)C1=C(O)/C(=C\c2sccc2C)N=C1C | -4% | -8% | 4% | -14% | -1% | -2.7 | 14% | 2 | i
CC(C)c1nnc(NC(=O)CCC(=O)NCc2ccc(F)cc2)s1 | 10% | -9% | -5% | 2% | -1% | 0.0 | 10% | -2 | i
O=C(CCCc1ccccc1)NC12CC3CC(CC(C3)C1)C2 | ? | 1% | -8% | 1% | -12% | -1.2 | ? | 5 | -49%[inhibitor]
CSc1ccc(/C=C(\C#N)C(=O)NC2CCCCC2C)cc1 (stereo not drawn) | -13% | 23% | -5% | 9% | -18% | -0.7 | ? | 15 | -49%[inhibitor]
CC(=O)Nc1ccc2c(c1Br)Cc1ccccc1-2 | -11% | 13% | 4% | 8% | -2% | 0.3 | ? | 24 | -14%
O=C(Nc1c(-c2ccccc2)nc2ccccn12)c1ccccc1 | -23% | 6% | -3% | 5% | -4% | -0.9 | -2% | 0 | -14%
COc1ccccc1NC(=O)CSc1nc(O)cc(=O)n1C | 3% | -2% | 1% | -4% | 0% | -0.5 | 0% | nt | i
COc1ccccc1-c1noc(-c2ccccc2C(=O)N2CCOCC2)n1 | -1% | -8% | 17% | -4% | -7% | -0.3 | 11% | 5 | i
Cc1ccc(S(=O)(=O)NNC(=O)C2COc3ccccc3O2)cc1C (stereo not drawn) | -9% | 2% | 2% | -3% | -1% | 2.2 | -25% | 1 | i
CCOc1cc(C(=O)N[C@@H](C)C(=O)N2CCC3(CC2)NCCc2[nH]cnc23)cc(OCC)c1OCC | 2% | -16% | -1% | 1% | -2% | -1.5 | 9% | -9 | -24%
O=C(NCc1ccc2c(c1)OCO2)Oc1ccccc1 | -3% | 3% | -5% | 2% | -27% | -1.4 | -25% | -1 | i
CCN(CC)c1ccc2c(C)c(CN3CCOCC3)c(=O)oc2c1 | -16% | 0% | -2% | nt | -8% | -1.4 | ? | -2 | i
NC(=O)C[C@@H]1N[C@]2(C(=O)Nc3ccccc32)[C@@H]2C(=O)N(C3CCCCC3)C(=O)[C@H]12 | 6% | 8% | 2% | 5% | -10% | -1.9 | 8% | -2 | i
CCCCN(C)CCCNC(=O)c1cc(=O)[nH]c2ccc(S(=O)(=O)N3CCCCC3C)cc12 (stereo not drawn) | -14% | -3% | 12% | -5% | -11% | -0.2 | -12% | 1 | i
Cn1nnnc1Sc1ncnc2scc(-c3ccc(C#N)cc3)c12 | -17% | -9% | -16% | nt | nt | -0.3 | nt | nt | -15%
Cc1cc(CNC[C@H]2O[C@@H](n3ccc(=O)[nH]c3=O)[C@H](O)[C@@H]2O)no1 | -5% | 14% | 3% | -3% | -9% | -0.4 | 15% | -2 | -24%
COc1ccc(-n2ncc(C(C)NS(=O)(=O)c3ccc(C)s3)c2C)cc1 (stereo not drawn) | -7% | -7% | 3% | 3% | -2% | 2.0 | ? | 5 | -31%[inhibitor]
COc1cc(-c2noc(CCCC(=O)NCc3ccco3)n2)cc(OC)c1OC | -1% | 0% | 1% | -20% | -1% | -1.3 | 0% | -6 | i
Cc1cc(C)c2c(=O)cc(C(F)(F)F)oc2n1 | 7% | 15% | 6% | 1% | -4% | 1.7 | 6% | -3 | -17%
O=C(CN1C(=O)NC2(CCSC2)C1=O)NCc1ccccc1 (stereo not drawn) | -11% | -4% | -2% | -10% | 7% | -1.5 | 1% | 2 | i
CCc1cc(CNC(=O)CCc2nnc(Cc3cccc(C)c3)o2)on1 | -20% | 5% | 10% | -1% | -1% | 0.7 | 1% | -1 | -3%
COCC1CCN(C(=O)c2ccc3oc(CCCc4ccccc4)nc3c2)C1 (stereo not drawn) | -13% | -2% | 6% | ? | -3% | -2.0 | ? | 11 | -5%
CCc1nc2ccccc2c(C(=O)OCC(=O)Nc2cccc(S(=O)(=O)N3CCOCC3)c2)c1C | -10% | 15% | -19% | -15% | 6%&-3% | -3.5 | ? | nt | -12%[57.5 µM]
CCOC(=O)N/N=C(\C)c1ccc(C)o1 | -4% | -9% | 1% | -6% | -9% | 0.1 | -2% | 9 | -9%
COc1ccc(C(C(=O)NCc2ccccc2)n2c(=O)c(-c3ccccc3)nc3ccccc32)cc1 (stereo not drawn) | -5% | 14% | nt | 1% | -13% | -0.9 | ? | 7 | -10%
COc1ccc(N2CC(NC(=O)Cc3cccs3)CC2=O)cc1OC (stereo not drawn) | nt | nt | 3% | -3% | nt | nt | 6% | nt | 1%
O=c1[nH]c(CSc2ncc(C(F)(F)F)cc2Cl)nc2ccccc12 | -5% | 1% | 25% | -6% | -9% | 2.9 | ? | 5 | -16%
CCOCC(=O)OCC(=O)Nc1cc(OC)c([N+](=O)[O-])cc1C | 8% | 14% | -1% | 4%[7.66 µM] | 0% | 0.8 | -2%[7.66 µM] | 0 | i
CCCOc1ccc(Cl)cc1CN1CCOCC1 | 1% | -11% | 0% | 0% | 1% | -4.3 | 0% | -7 | -1%
CC1CCCC(NC(=O)COC(=O)[C@@H]2CC(O)CN2S(=O)(=O)c2ccc3c(c2)OCCO3)C1C (stereo partly drawn) | -9% | -1% | 13% | -1% | -21% | 0.6 | 9% | -2 | 0%
O=C(c1ccsc1)N1CCCC(N2CCN(c3ccccc3F)CC2)C1 (stereo not drawn) | 5% | -4% | -10% | 12% | -8% | -3.8 | -13% | 8 | i
c1ccc(OCCN2CCNCC2)cc1 | 1% | -6% | 1% | 0% | 2% | -1.0 | -25% | 6 | i
CC(C)C(NC(=O)c1ccco1)C(=O)OCC(=O)c1ccccc1 (stereo not drawn) | 6% | 13% | 3% | 4% | -9% | -1.1 | -7% | 3 | -11%
CCCCC(=O)Nc1nnc(CCc2ccccc2)s1 | -18% | 8% | 6% | -6% | 1% | -0.4 | -20% | 3 | -5%
CC(=O)NC(c1cccs1)c1cc(Cl)c2ccccc2c1O (stereo not drawn) | -23% | 6% | 1% | nt | nt | -0.1 | nt | nt | -18%
C=C1CCC[C@]2(C)C[C@H]3OC(=O)C(CN4CCCCC4CO)[C@H]3CC12 (stereo partly drawn) | -11% | -5% | 0% | -10% | 2% | -3.2 | 63%[activator] | -4 | -52%
N#Cc1ccccc1/C=C/C(=O)N1CCOCC1 | 9% | 3% | -3% | 9%[0.307 µM] | -4% | 2.9 | 2%[0.307 µM] | 4 | -10%
Oc1ccccc1-c1nc(NCCN2CCOCC2)c2ccccc2n1 | ? | 0% | 1% | -26% | -18% | 0.6 | ? | 3 | i
CC1(C)CC(NC(=O)C2CCC(=O)N(C3CC3)C2)CC(C)(C)C1 (stereo not drawn) | -5% | 0% | -3% | 8% | -11% | -0.4 | 3% | 0 | i
C(=N\Nc1ccccc1)/c1ccc(N2CCOCC2)cc1 | 10% | 2% | 1% | 4% | -5% | -0.1 | ? | nt | i
CC(C)Oc1ccc(C(=O)CCN2CCOCC2)cc1 | -9% | 7% | -6% | -26% | ? | -0.9 | 1% | 2 | -4%
CC1(C(=O)Nc2ccc3ccccc3c2)CCC(=O)N1CC(F)(F)F (stereo not drawn) | 0% | 10% | -1% | 2% | -6% | -0.4 | 21% | 2 | -26%
CSCCC(NC(=O)c1ccccc1Br)C(=O)NNC(=O)c1ccncc1 (stereo not drawn) | -15% | -10% | -4% | 1% | -8% | 0.8 | 15% | -5 | i
CCCCC(=O)NC(c1ccccc1)c1ccc2cccnc2c1O (stereo not drawn) | 8% | -3% | 3% | ? | -7% | -0.6 | ? | -6 | i
COc1ccc(F)cc1S(=O)(=O)n1nnc2ccccc21 | -29% | -10% | 2% | -2% | ? | 1.4 | -13% | 0 | -20%
CCOC(=O)c1[nH]c(C)c(/C(O)=C2\C(=O)C(=O)N(CCN(C)C)C2c2ccco2)c1C (stereo not drawn) | 9% | -3% | -8% | -15% | -1% | 0.2 | 5% | 1 | -5%[57.5 µM]
Cc1[nH]n(-c2ccccc2)c(=S)c1C=NCCCN=Cc1c(C)[nH]n(-c2ccccc2)c1=S | 2% | -5% | 3% | ? | 17µM* | -1.2 | ? | -76* | -17%
COc1ccc(-c2cc(C(=O)NCCCN3CCCC3=O)c3ccccc3n2)cc1 | -2% | 4% | 0% | 10% | -6% | 1.3 | 2% | -5 | -9%
COC(=O)CSc1nnc(CNS(=O)(=O)c2ccc(Cl)cc2)n1C | 0% | 1% | -10% | -3% | -1% | -2.4 | -8% | 2 | i
O=C(COc1ccc([N+](=O)[O-])cc1)Nc1ccc2[nH]c(=O)[nH]c2c1 | 16% | -3% | 6% | -9% | -2% | -0.8 | 20% | -10 | i
O=C(C1CCN(S(=O)(=O)c2ccc(Br)s2)CC1)N1CCN(C2CCCCC2)CC1 | 2% | 7% | 13% | -3% | -18% | -0.9 | 10µM* | -3 | -12%
CC(C)(C)NC(=O)Cn1nnnc1-c1nonc1N | 7% | -4% | -28% | -1% | 1% | -0.7 | 3% | 14 | i
Cc1cc(C)c(N)c(C(=O)O)c1 | -9% | 3% | -6% | 5% | 0% | 0.1 | 14% | 0 | -8%
Cc1cc(CNC(=O)C2CCC(=O)N(Cc3cccc(C(F)(F)F)c3)C2)no1 (stereo not drawn) | -4% | 6% | 1% | -4% | -3% | -0.2 | 4% | -5 | i
CCc1nc2c(OCC(=O)N3CCOCC3)cccn2c1N(C=O)Cc1ccccc1 | 11% | -17% | -1% | -12% | -4% | -0.1 | 6% | -1 | -25%
CCCCc1c(C)nc(N)[nH]c1=O | 2% | -10% | -3% | -3% | 1% | 0.3 | 5% | 2 | i

# Bioassay records from PubChem BioAssay.

# The list is partial; rates above refer to the full screens.
